CHO-K1 Ca PAM – M1 PAM counterscreen hit in parental CHO-K1 cells; ATP EC20, Fluo-8 calcium fluorescence; 0% at ATP EC20, 100% at ATP max; activation, % at 3 µM; hit rate 0.02% among 360,000; AID 602247;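 active = activation above the run cutoff, the mean activation of all test compounds plus 3 SD, cut at about 40% in these data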;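 also: peak over basal fluorescence ratio in a 140 s read after ATP addition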
CHO-K1 Ca antag – counter-screen for M1 antagonists: effect in parental CHO-K1 cells; ATP-induced calcium, Fluo-8 fluorescence; inhibition, % at 3 µM; hit rate 0.6% among 360,000;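 active = inhibition above a per-plate cutoff, the plate's mean sample inhibition plus 3 SD, cut at about 24% in these data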;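 also: 0% = DMSO plus EC80 ATP and 100% = DMSO alone without ATP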
CHRM1 agonist – activates human CHRM1 receptor; AID 588814; activation, % at 3 µM; CHO-K1 hM1, Fluo-8 calcium fluorescence, agonist mode; 0% DMSO, 100% acetylcholine EC100; hit rate 0.33% among 360,000; P11229;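 active = activation above the run's mean compound activation plus 3 SD, cut at about 16% in these data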;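 also: peak over basal fluorescence ratio within a 140 s kinetic read after compound addition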
Target sequence (P11229 whole entry, looked up): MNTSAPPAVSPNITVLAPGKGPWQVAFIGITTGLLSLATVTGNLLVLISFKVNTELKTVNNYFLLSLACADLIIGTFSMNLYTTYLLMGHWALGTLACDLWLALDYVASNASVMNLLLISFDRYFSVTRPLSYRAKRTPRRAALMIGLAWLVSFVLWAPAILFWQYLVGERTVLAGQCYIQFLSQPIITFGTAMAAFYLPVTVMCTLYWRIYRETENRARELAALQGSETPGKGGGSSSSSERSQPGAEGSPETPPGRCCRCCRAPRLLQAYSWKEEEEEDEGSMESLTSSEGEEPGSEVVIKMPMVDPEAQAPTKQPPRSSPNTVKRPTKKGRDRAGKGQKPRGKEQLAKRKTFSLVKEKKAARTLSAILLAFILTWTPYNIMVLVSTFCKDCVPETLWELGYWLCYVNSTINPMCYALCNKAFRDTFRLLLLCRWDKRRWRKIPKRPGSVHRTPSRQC
TAAR1 agonist – human TAAR1 agonism; Q96RJ0; CHO RD-HGA16 TAAR1, Fluo-8 calcium fluorescence; vehicle wells 0%, saturating PEA agonist 100%; activation, % at 3 µM; hit rate 0.99% among 360,000; AID 624467;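 active = activation above the mean activation of all test compounds in the run plus 3 SD, cut at about 38% in these data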
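Test system: RD-HGA16 (CHO) cells co-expressing Gα16 and hTAAR1 / Benchmarks: DMSO vehicle as 0%, PEA at EC100 as 100% / Repeats: no replicates (n 1) / Measure: % activation from peak over basal fluorescence ratio, DMSO-to-PEA scaled / Timing: 17-24 h plating, Fluo-8 75 min 37 °C, 30 min RT / Technique: kinetic Fluo-8 calcium fluorescence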
CHO-K1 Ca ag – nonselective activator or artifact in parental CHO-K1 cells | Fluo-8 calcium fluorescence; scaled to maximal ATP response, vehicle zero | activation, % at 3 µM | hit rate 0.48% among 360,000 | AID 602248; in the data active = activation above about 15%;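 also: untransfected CHO-K1 host cells lacking M1 receptor as counterscreen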
OXTR potentiate – potentiators of human oxytocin receptor; CHO-OTR cells, Fluo-8 calcium fluorescence, potentiator mode; 0% = oxytocin EC15, 100% = EC100; activation, % at 3 µM; hit rate 0.061% among 320,000;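 active = activation above that plate's cutoff, the mean activation of tested compounds plus 3 SD, cut at about 6.6% in these data, passing the limit was not always enough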;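 also: 100% uses oxytocin at 75 nM as the full agonist control; some results filed as inactive read as strong as hits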
Target sequence (P30559 whole entry, looked up): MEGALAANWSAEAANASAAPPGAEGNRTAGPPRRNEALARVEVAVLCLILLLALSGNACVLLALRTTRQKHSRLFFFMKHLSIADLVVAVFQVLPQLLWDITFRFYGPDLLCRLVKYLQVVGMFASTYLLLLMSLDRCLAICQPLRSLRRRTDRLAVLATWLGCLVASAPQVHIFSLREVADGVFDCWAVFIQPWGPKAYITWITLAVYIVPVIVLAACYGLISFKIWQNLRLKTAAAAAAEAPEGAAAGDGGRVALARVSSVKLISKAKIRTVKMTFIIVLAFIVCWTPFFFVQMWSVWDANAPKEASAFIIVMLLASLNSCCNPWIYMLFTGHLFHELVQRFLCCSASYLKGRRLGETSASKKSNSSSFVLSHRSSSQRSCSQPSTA
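test system = CHO-OTR cells, human receptor | compound = single-point 3.0 µM | schedule = 6 min compound pre-incubation at room temperature, 100 s kinetic read | signal = Fluo-8 no-wash calcium dye fluorescence, excitation 470-495 nm, emission 515-575 nm | repeats = single well per compound, singlicate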
CHO parental Ca – signal in parental CHO cells, OX1R antagonist counter-screen. parental CHO-K1, ATP-induced calcium, Fluo-8 fluorescence. inhibition, % at 5.6 µM. hit rate 0.63% among 330,000;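 active = inhibition above that plate's mean sample inhibition plus 3 SD, cut at about 26% in these data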;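 also: 0% = ATP-challenged DMSO wells and 100% = DMSO wells without ATP; some compounds past the cut are filed as inactive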
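Test system: untransfected parental CHO cell line. Compound: one dose, 5.6 µM nominal. Detection: intracellular calcium via Fluo-8 no-wash fluorescent dye. Measure: % inhibition. Benchmarks: ATP-challenged DMSO wells low, unchallenged DMSO wells high.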
TAAR1 antag – human TAAR1 antagonism | Q96RJ0 | CHO RD-HGA16 TAAR1, Fluo-8 calcium fluorescence, antagonist | inhibition, % at 3 µM | hit rate 1.5% among 360,000 | AID 624466;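 active = inhibition above a per-plate cutoff, the mean inhibition of test compounds on that plate plus 3 SD, cut at about 49% in these data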;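 also: 0% = DMSO plus EC80 beta-PEA response and 100% = DMSO alone without agonist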
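System: CHO RD-HGA16 cells bearing hTAAR1. Reagent: EC80 β-phenethylamine stimulus. Schedule: seeding 17-24 h prior, 75-min 37 °C, 30-min RT dye loading. Signal: Fluo-8 intracellular calcium dye fluorescence, real-time kinetic reads. Read-out: % inhibition from peak post-agonist over basal fluorescence ratio. Benchmarks: vehicle wells and EC80 agonist wells. Replicates: n of 1.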
V1aR counter – V1a receptor agonism, counter-screen for OXTR agonists | P37288 | CHO-V1R cells, Fluo-8 calcium fluorescence, agonist mode; 0% DMSO, 100% 3 nM vasopressin | activation, % at 3 µM | hit rate 0.25% among 320,000 | AID 2797;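 active = activation above the mean activation of all tested compounds plus 3 SD, per screening run, cut at about 20% in these data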;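 also: signal is peak over basal fluorescence ratio across a 100 second FLIPR read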
* hit, by the source's call; . = no result given.

SMILES,V1aR counter,CHRM1 agonist,CHO-K1 Ca ag,OXTR potentiate,TAAR1 antag,CHO-K1 Ca PAM,TAAR1 agonist,CHO-K1 Ca antag,CHO parental Ca
COc1cc(CN(C2CCCCC2C)S(=O)(=O)c2ccc(S(=O)(=O)NC3CC3)cc2)cc(OC)c1OC (configuration not stated),1.9,-6,3.3,-10,24,26,11,-4,-28
CCN(CC)C(=S)NC(=O)c1cc(OC)c(OC)c(OC)c1,-0.6,-4,-0.2,-5,-3,-7,11,7,5
COc1ccc(C(C#N)=C2C=CC(=NO)C=C2)cc1,-1.8,-3,0.8,-14,-2,19,0,-5,9
CCCCNC(=O)c1cnc(Cc2c[nH]c3ccccc23)c(I)c1,.,-3,1.4,.,-1,15,0,-11,.
O=C(COc1ccc(Cl)cc1Cl)Nc1c(-c2cccs2)nc2ccccn12,1.2,-3,2.5,-6,13,-3,3,5,-10
COc1cc(C(C)=O)ccc1OCC(=O)Nc1cc(Cl)ccc1-n1cncn1,.,-3,2.0,.,-3,-2,3,-3,.
N#C/C(=C\c1ccc[nH]1)C(=O)NC1CC1,1.9,-1,-0.1,-9,-11,-1,13,-13,7
Cn1c(N)nc(N)c(NC=O)c1=O,.,-2,0.1,.,-19,11,3,2,.
OCCOCCn1c(CCNc2nc(-c3ccc(F)cc3)cs2)nc2cc(C(F)(F)F)ccc21,5.0,-7,0.9,-16,31,18,15,-23,4
Cc1nn2c(N3CCOCC3)cc(C(C)C)nc2c1-c1ccccc1,-0.2,-2,0.8,-3,-9,20,1,-5,-6
Cc1cc(C)c(OCC(=O)OCC(=O)NCc2ccco2)c(C)c1,.,-6,-0.2,.,-12,5,-1,-10,.
NC(=O)CCCc1nc(-c2ccccc2)no1,0.8,-3,0.9,-4,2,-2,0,-4,-10

Carrying on:
SMILES,V1aR counter,CHRM1 agonist,CHO-K1 Ca ag,OXTR potentiate,TAAR1 antag,CHO-K1 Ca PAM,TAAR1 agonist,CHO-K1 Ca antag,CHO parental Ca
CCOC(=O)C1CCCN(c2cc(=O)n(Cc3ccc(F)cc3)c(=O)[nH]2)C1 (configuration not stated),0.4,22*,0.4,3,-2,2,-1,-1,-18
O=C(NC1CCN(C(=O)Nc2ccccc2Cl)CC1)c1ccco1,1.8,-2,0.3,-1,-1,8,-2,-22,5
Cc1ccc(S(=O)(=O)N2CCN(C(=O)CCC(=O)NC3CCCc4ccccc43)CC2)cc1 (configuration not stated),-0.6,-6,0.6,-14,-4,9,6,-4,-9
c1ccc(-n2cnnc2SCc2nc3ccccc3s2)cc1,0.1,-5,1.1,-7,6,13,5,2,-15
CC1CCC(NC(=O)c2cc3c(s2)CCCC3)CC1 (configuration not stated),-1.3,-4,-0.2,-6,1,7,-3,3,-20
CC(C)NC(=O)c1onc(CSc2ccc(Cl)cc2)c1C(=O)O,0.7,-3,0.5,-5,2,23,19,-18,-4
Cc1ccc(NC(=O)CN(C)Cc2cc(=O)n3ccsc3n2)cc1,-1.0,-3,0.6,-2,-11,21,0,-8,-10
O=C(O)CCSc1nc2ccccc2n1-c1ccccc1,0.0,-5,1.8,-10,0,15,2,-13,-2
O=C(COC(=O)C1CC2C=CC1C2)NCc1ccccc1Cl (configuration not stated),-0.6,-5,12,-9,-4,20,-1,1,-16
CC(C)C[C@H]1CNC(=O)C(=O)N1CC1CCN(CCc2ccccc2)CC1,.,-10,-0.1,.,-8,-6,2,20,.
CCCCc1ccc(-c2csc(/C(C#N)=C/c3ccco3)n2)cc1,2.3,-4,1.0,-6,-9,16,0,-5,-17
COc1ccccc1NC(=O)NCCN1C(=O)C2C3C=CC(C3)C2C1=O (configuration not stated),0.1,-3,-0.6,-2,-13,11,1,1,-11

New compounds follow
SMILES,V1aR counter,CHRM1 agonist,CHO-K1 Ca ag,OXTR potentiate,TAAR1 antag,CHO-K1 Ca PAM,TAAR1 agonist,CHO-K1 Ca antag,CHO parental Ca
CC(C)C(=O)NC(c1cccc([N+](=O)[O-])c1)c1ccc2cccnc2c1O (configuration not stated),-0.9,-8,0.4,-10,-4,8,-2,-4,-10
Cc1ccc(-n2nnnc2SCC(=O)N(CC(C)C)c2c(N)n(CC(C)C)c(=O)[nH]c2=O)cc1,0.3,-5,0.2,3,-27,14,1,-12,-17
CC1(C)CC(=O)C=C(c2ccc(COC(=O)c3cccc(C(F)(F)F)c3)cc2)C1=O,.,0,0.1,.,25,-10,0,14,.
OC1(c2cccc(C(F)(F)F)c2)CCN(c2ncnc3c2[nH]c2ccccc23)CC1,5.9,-1,-0.2,-23,56*,-2,23,25*,2
O=C1c2cccc3c([N+](=O)[O-])ccc(c23)C(=O)N1CCc1ccccn1,-0.7,-1,0.5,-10,18,18,0,-9,6
CCOC(=O)C(/C=C(\C#N)C(=O)OCC)=C(/N)N1CCN(c2ccc(Cl)cc2)CC1,2.8,-4,0.2,2,-8,17,8,-10,-39
CC(=O)c1ccc(N2CCN(C(=O)COc3ccc4ccccc4c3)CC2)cc1,.,-5,0.4,.,-26,17,2,-9,.
CCCN(CCC)c1nc(C#N)nc(N(CCC)CCC)n1,1.1,-3,0.1,-10,-28,4,1,2,2
COc1ccc(/C=C/C(=O)c2ccc3c4c(cccc24)CC3)cc1OC,0.8,-7,1.6,-3,24,29,14,-15,-10
COC(=O)[C@@H](NC(=O)N1CCN(C(=O)C2COc3ccccc3O2)CC1)C(C)C (some centres not stated),0.7,-3,2.8,-7,-20,10,4,-2,-7
COc1cc(/C=C2\N=C(C)OC2=O)cc(Cl)c1OC(C)=O,1.7,-3,4.8,-7,-22,-16,0,7,-2
Cn1c(C(C(=O)NCC2CCCO2)N(C(=O)Cn2nnc3ccccc32)C2CCCCC2)nc2ccccc21 (configuration not stated),-1.0,-7,-0.2,-9,-15,15,13,-9,-29

Carrying on.
SMILES,V1aR counter,CHRM1 agonist,CHO-K1 Ca ag,OXTR potentiate,TAAR1 antag,CHO-K1 Ca PAM,TAAR1 agonist,CHO-K1 Ca antag,CHO parental Ca
CN(C(=S)NC(=O)C1(C)CC1(Cl)Cl)c1ccccc1 (configuration not stated),0.3,-4,-0.1,-10,-5,3,8,7,-2
COc1ccc(-c2coc3cc(OC4OC(CO)C(O)C(O)C4O)ccc3c2=O)cc1 (configuration not stated),0.8,-2,0.4,-7,-9,-25,0,8,-6
Cc1ccc(NS(=O)(=O)c2ccc(C)c(C(=O)N3CCN(C)CC3)c2)cc1,0.9,-2,0.1,-15,-8,3,3,-7,-24
Cc1ccc(CCNC(=O)CS(=O)Cc2nc(-c3cccc(C)c3)oc2C)cc1 (configuration not stated),0.8,-4,1.0,1,-10,15,-1,-3,-17
CCOc1cccc(-c2c(C(=O)N/N=C/c3ccc(Br)cc3)nnn2-c2nonc2N)c1,4.5,19*,1.2,5,37,-5,102*,1,-11
Cc1ccc(S(=O)(=O)N2CCN(C(=O)CSc3ccc(Cl)cc3)CC2)cc1,3.2,-6,0.0,-11,13,9,1,-17,-20
Cc1ccc(SCC(=O)Nc2ccccc2C(=O)N2CCOCC2)cc1,0.9,0,1.1,7,-1,1,0,0,-15
CC1(C)C2CC=C(/C=N/NC(=O)C3CC3)C1C2 (configuration not stated),-0.5,-2,0.0,-12,0,-1,3,-15,-11
CCCCN1C(=O)C(=O)NC[C@@H]1C(C)O (some centres not stated),0.2,0,-0.4,-2,-4,9,1,-7,7
Cc1ccc(C(=O)NC2CCCCNC2=O)cc1 (configuration not stated),-1.5,-1,0.9,0,7,12,0,-12,-16
Cc1ccccc1C(=O)NC(=S)Nc1ccc(S(=O)(=O)N2CCOCC2)cc1,1.8,0,2.8,-5,2,12,9,-9,-6
Fc1ccc(N2CCN(c3cnc4ccccc4n3)CC2)cc1,2.3,-3,5.5,-18,9,-4,6,-16,-10

3 of the entries above in order of the TAAR1 agonist value, descending:
SMILES	CHRM1 agonist	OXTR potentiate	TAAR1 agonist
CC1(C)C2CC=C(/C=N/NC(=O)C3CC3)C1C2 (configuration not stated)	-2	-12	3
Cc1ccc(S(=O)(=O)N2CCN(C(=O)CSc3ccc(Cl)cc3)CC2)cc1	-6	-11	1
Cc1ccc(SCC(=O)Nc2ccccc2C(=O)N2CCOCC2)cc1	0	7	0

New compounds follow:
SMILES,V1aR counter,CHRM1 agonist,CHO-K1 Ca ag,OXTR potentiate,TAAR1 antag,CHO-K1 Ca PAM,TAAR1 agonist,CHO-K1 Ca antag,CHO parental Ca
CC1CCCCC1NC(=O)C1CC(=O)N(Cc2ccccc2)C1 (configuration not stated),1.1,-2,0.3,-5,-36,11,4,-3,-4
CC(=O)c1cccc(NC(=S)NCCCCc2ccccc2)c1,10.0,-2,7.5,-13,17,-8,9,14,-8
COc1cccc(N2CCN(C(=O)CN3C(=O)NC(C)(c4ccc5ccccc5c4)C3=O)CC2)c1 (configuration not stated),11,-1,8.4,-14,33,-15,7,-3,-22
CC(C)CCCN1CCN=C1N(C)C,0.7,-11,-0.3,-3,10,6,3,0,-1
Oc1cccc(C2c3[nH]c4ccccc4c3CCN2Cc2ccc3c(c2)CCO3)c1 (configuration not stated),0.8,-6,0.9,-9,13,15,9,-10,-2
CC(=O)Oc1c(Cl)cc(N(C(C)=O)S(=O)(=O)c2ccccc2)c2ccccc12,-1.2,-2,1.7,-5,-46,20,4,-9,-28

Structures listed above that bear a hit mark in TAAR1 agonist.
| smiles | CHRM1 agonist | OXTR potentiate | TAAR1 agonist |
| --- | --- | --- | --- |
| CCOc1cccc(-c2c(C(=O)N/N=C/c3ccc(Br)cc3)nnn2-c2nonc2N)c1 | 19* | 5 | 102* |
